# Screening results (PubChem)
# MPTP inh: mitochondrial permeability transition pore inhibitors, primary screen, biochemical, isolated mouse mitochondria, absorbance; Ca2+ swelling absorbance, 30 min; inhibition, % at 10 µM; 360,000 compounds, 1.4% hits;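 active = inhibition of 50% or more, scaled per plate between neutral and stimulator controls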;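 also: 0% = DMSO wells given calcium and 100% = 1 mM EGTA wells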
# Gli-Sufu block: Gli-Sufu pathway antagonists, primary screen, luciferase luminescence, Sufu-KO-LIGHT cells, uHTS; Sufu-KO-LIGHT fibroblasts, Gli luciferase reporter luminescence; inhibition, % at 5 µM; 340,000 compounds, 0.74% hits; AID 588413, 2011;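 active = inhibition above about 55%, limit read from the data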;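 also: 0% = DMSO-treated cells and 100% = wells with medium but no cells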
# CCR6 antag: CCR6 receptor antagonists, primary screen, cell-based, CHO-K1, luminescence, beta-arrestin, uHTS; C-C chemokine receptor type 6 (Homo sapiens), P51684; CHO-K1 CCR6 PathHunter beta-arrestin, CCL20-stimulated; inhibition, % at 20 µM; 340,000 compounds, 0.49% hits;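 active = compounds whose inhibition of the agonist-driven luminescence signal at 20 µM reaches about 50%, limit read from the data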;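 also: cells stimulated with CCL20 at 14 nM final; plate controls were DMSO with CCL20 for no effect and DMSO without agonist for full effect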
# Target sequence (P51684 whole entry, looked up): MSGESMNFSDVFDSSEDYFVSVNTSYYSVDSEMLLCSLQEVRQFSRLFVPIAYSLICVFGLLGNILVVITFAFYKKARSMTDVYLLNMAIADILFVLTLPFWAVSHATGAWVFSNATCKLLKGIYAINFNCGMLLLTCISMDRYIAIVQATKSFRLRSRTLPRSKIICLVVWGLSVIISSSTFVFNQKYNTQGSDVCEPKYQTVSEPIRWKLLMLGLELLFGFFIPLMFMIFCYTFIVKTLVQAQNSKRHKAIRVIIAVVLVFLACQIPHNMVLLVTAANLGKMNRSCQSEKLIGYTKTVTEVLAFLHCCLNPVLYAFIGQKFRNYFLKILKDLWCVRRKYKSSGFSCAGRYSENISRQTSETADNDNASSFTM
# EBI2 block: EBI2 receptor antagonists, beta-arrestin recruitment, primary screen, cell-based, luminescence, 7a,25-OHC stimulation, uHTS; G-protein coupled receptor 183 (Homo sapiens), P32249; 7a,25-OHC stimulated; inhibition, % at 5 µM; 360,000 compounds, 0.81% hits; AID 651636, 2012; in the data active = inhibition above about 38%;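 also: enzyme fragment complementation signal reports receptor beta-arrestin coupling in cells; 0% = agonist plus DMSO wells and 100% = wells without agonist; some results beyond the cut were filed as inactive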
# Target sequence (P32249 whole entry, looked up, the tested form may be a part): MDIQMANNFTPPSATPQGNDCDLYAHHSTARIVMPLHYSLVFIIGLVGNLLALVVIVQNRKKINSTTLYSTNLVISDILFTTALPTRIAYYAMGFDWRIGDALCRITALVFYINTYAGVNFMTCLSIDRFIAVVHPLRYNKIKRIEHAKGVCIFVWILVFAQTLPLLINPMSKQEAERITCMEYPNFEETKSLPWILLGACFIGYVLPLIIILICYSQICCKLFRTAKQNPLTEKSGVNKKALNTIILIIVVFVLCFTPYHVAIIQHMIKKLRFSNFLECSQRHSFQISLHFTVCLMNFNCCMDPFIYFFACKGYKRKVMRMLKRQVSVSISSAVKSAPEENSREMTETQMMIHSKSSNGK
# CXCR6 block: CXCR6 receptor inhibitors, primary screen, cell-based, beta-arrestin, luminescence, CHO-K1 PathHunter, 1536-well; 360,000 compounds, 0.36% hits; C-X-C chemokine receptor type 6 (Homo sapiens), O00574; inhibition, % at 20 µM; AID 602244, 2012; in the data active = inhibition above about 34%, passing the limit was not always enough;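 also: antagonist mode with CXCL16 agonist at 10 nM final; 0% = 10 nM CXCL16 with DMSO and 100% = unstimulated wells without agonist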
# A3A deaminase: APOBEC3A ssDNA deaminase inhibitors, primary screen, selectivity assay for APOBEC3G inhibitor project, biochemical, FAM/TAMRA oligo cleavage fluorescence. DNA dC->dU-editing enzyme APOBEC-3A (Homo sapiens), P31941. recombinant A3A, FAM/TAMRA ssDNA deamination fluorescence. inhibition, % at 20 µM. 330,000 compounds, 0.41% hits;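 active = at least 40% inhibition at 20 µM here, with at most 30% in a related deaminase screen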;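 also: plate controls were A3A with DMSO for no effect and wells lacking A3A enzyme for full effect; some results filed as inactive read as strong as hits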
# Target sequence (P31941 whole entry, looked up): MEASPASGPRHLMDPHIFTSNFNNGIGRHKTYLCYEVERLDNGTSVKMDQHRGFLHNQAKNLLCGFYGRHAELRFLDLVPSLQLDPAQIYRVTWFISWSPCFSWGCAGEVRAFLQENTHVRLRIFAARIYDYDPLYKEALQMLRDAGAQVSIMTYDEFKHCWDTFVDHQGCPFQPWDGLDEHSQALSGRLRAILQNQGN
# A3G deaminase: APOBEC3G DNA deaminase inhibitors, primary screen, biochemical, fluorescence, single-stranded DNA substrate, uHTS. inhibition, % at 20 µM. recombinant A3G, ssDNA deamination FAM/TAMRA fluorescence. DNA dC->dU-editing enzyme APOBEC-3G (Homo sapiens), Q9HC16. 330,000 compounds, 0.28% hits;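 active = inhibition of at least 40% at 20 µM, with no more than 30% in the related APOBEC3A deaminase screen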;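 also: plate controls were DMSO wells with A3G for no effect and wells lacking A3G enzyme for full effect; some compounds called inactive have numbers as strong as hits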
# NR3A LBD binder: binders of NR3A ligand-binding domain, primary screen, biophysical, differential scanning fluorimetry, uHTS. Glutamate receptor ionotropic, NMDA 3A (GRIN3A) ligand-binding domain. NR3A LBD differential scanning fluorimetry, Tm shift; 0% = protein alone, 100% = glycine-bound protein. Tm shift relative to glycine control, % at 25 µM. 340,000 compounds, 2.5% hits. AID 1259313, 2017;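 active = melting temperature shift of at least 10% of the positive control shift, at one fixed dose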
# * hit, by the source's call; . = no result given; & = joins results of further samples.
SMILES,MPTP inh,Gli-Sufu block,CCR6 antag,EBI2 block,CXCR6 block,A3A deaminase,A3G deaminase,NR3A LBD binder
COc1cc(Cl)c(C)cc1NC(=O)COc1ccc(C)nc1[N+](=O)[O-],-2.2,-39,2,6,-3,-3,-3,-2
CC(=O)NC1=NN(C(C)=O)C(C)(c2ccccn2)S1 (stereo not given),-0.2,1,2,-4,-3,-3,-8,0
COc1ccc(NC(=O)COC(=O)CNC(=O)c2cccs2)cc1Cl,-1.3,5,-5,-22,-5,5,-2,1
CCc1ccc(NC(=O)COc2cccc(-n3cnnn3)c2)cc1,0.6,-16,24,-2,-8,0,-1,-1
COc1ccccc1N1CCN(C(=O)C(=O)c2c(C)[nH]c3ccccc23)CC1,-0.1,-14,9,6,-1,-1,0,1
Nc1nnc(CCOc2ccc(Cl)cc2)s1,-1.9,-3,-12,-4,2,-4,-6,-1
COc1ccc(NC(=S)NCCNC(C)=O)cc1,0.0,-7,0,15,-2,-1,2,-2
O=C(c1cc(Cl)cc(Cl)c1)N1CCOCC1,-1.3,3,-3,8,-10,-1,-5,1
CCc1ccc(-n2c(=O)c3c(C)c(C(=O)N(C)C)sc3n(CC(=O)NCc3ccco3)c2=O)cc1,-0.5,3,10,-4,7,-2,-7,-3
Nc1cccc(-n2cccc2)c1,-1.2,-2,0,-7,-17,5,-2,-1

# Part of the list above in order of formula weight, smallest number first:
SMILES,MPTP inh,Gli-Sufu block,CCR6 antag,EBI2 block,CXCR6 block,A3A deaminase,A3G deaminase,NR3A LBD binder
Nc1cccc(-n2cccc2)c1,-1.2,-2,0,-7,-17,5,-2,-1
Nc1nnc(CCOc2ccc(Cl)cc2)s1,-1.9,-3,-12,-4,2,-4,-6,-1
COc1ccc(NC(=S)NCCNC(C)=O)cc1,0.0,-7,0,15,-2,-1,2,-2
COc1cc(Cl)c(C)cc1NC(=O)COc1ccc(C)nc1[N+](=O)[O-],-2.2,-39,2,6,-3,-3,-3,-2
COc1ccccc1N1CCN(C(=O)C(=O)c2c(C)[nH]c3ccccc23)CC1,-0.1,-14,9,6,-1,-1,0,1

# Following part.
SMILES,MPTP inh,Gli-Sufu block,CCR6 antag,EBI2 block,CXCR6 block,A3A deaminase,A3G deaminase,NR3A LBD binder
COc1cccc(N/C(N)=N/c2nc(C(F)(F)F)cc(C(F)(F)F)n2)c1,5.8,12,10,4,-12,-3,-8,-3
CCCNC(=S)N1CCC(NC(=O)C23CC4CC(CC(C4)C2)C3)CC1,0.8,16,-5,-2,-6,-6,-5,0
COC(=O)c1ccccc1NC(=O)COC(=O)CSCC(=O)N1CCOCC1,1.9,2,-11,-4,-8,-2,-5,0
CCCCNc1ccc(C(CC(N)=O)NC(=O)c2cc(C)cc(C)c2)cc1[N+](=O)[O-] (stereo not given),-0.6,-9,11,1,-10,1,4,-2
COc1ccccc1NS(=O)(=O)c1cccc(C(=O)OCC(=O)NC2CC2)c1,-1.8,-12,10,-6,5,3,11,0
CCN(CC)c1c([N+](=O)[O-])ncn1C,-6.2,6,35,6,2,-1,-7,-8
CCc1ccc(NC(=S)N(Cc2ccc(Cl)cc2)Cc2ccc(C(=O)O)cc2)cc1,-1.2,7,17,2,-5,3,-3,-10
CCOC(=O)C(CC)Sc1nc2c(c(=O)[nH]c(=O)n2C)n1CCc1ccccc1 (stereo not given),-1.8,0,-2,8,-10,1,-7,1
Cc1cccc(N=C2NN=C(c3ccccc3F)CS2)c1C,-0.7,-58,9,6,4,2,-3,-3
CCC1(C)NC(C(=O)O)Cc2c1[nH]c1ccccc21 (stereo not given),0.4,3,0,-6,-28,-5,-5,-1
Cc1ccc(C2=NO[C@@](CC(=O)O)(C(=O)Nc3ccc4c(c3)OCCO4)C2)cc1,-1.3,-1,-2,-10,-12,.,.,0
Cc1ccnc(SCc2nc3ccccc3s2)n1,-1.3,-23,29,0,-6,-1,-4,1
Cn1c(=O)c2nc(SCc3ccccc3)n(C)c2n(C)c1=O,0.2,4,2,8,2,.,.,2
Cc1cccc(Oc2cc(NC(=O)Cn3cnc([N+](=O)[O-])n3)cc([N+](=O)[O-])c2)c1,77*,8,33,2,-16,.,.,27*
COc1ccc(CN(C)CC(=O)NC(=O)NCc2ccccc2)c(OC)c1,0.7,19,6,2,7,-1,-2,-1
Fc1cccc(COc2ccccc2C(=S)N2CCCC2)c1,1.3,6,-3,8,0,5,-8,-2
Cn1c(=O)cc(OCCCC(=O)Nc2ccc3c(c2)OCCO3)c2ccccc21,1.5,5,3,-1,-12,-1,-6,1
Cc1cccc(C)c1NC(=S)N(CCCN1CCN(C)CC1)Cc1cccs1,0.9,-4,10,-11,3,2,-16,0
O=S(=O)(CS(=O)(=O)c1ccccc1)c1ccccc1,-2.0,2,1,-5,-5,.,.,2
Cn1cnnc1SCC(=O)N1CCc2ccccc21,-0.4,1,-12,-18,4,6,2,1
CC(C)OP(=O)(OC(C)C)C(C)NC(=O)Cc1ccccc1 (stereo not given),-1.9,0,3,-7,1,2,-9,-1
COc1ccc(Cc2[nH]n3c(=O)cc(C)nc3c2-c2ccccc2)cc1,0.3,-4,8,-10,1,-1,-5,-3
OCCC1CN(Cc2cccc(-c3ccco3)c2)CCN1Cc1ccsc1 (stereo not given),2.0,28,-6,10,8,-5,4,0
CCC(=O)N1c2ccc(S(=O)(=O)N3CCN(CC)CC3)cc2CC1C (stereo not given),-0.3,6,11,3,-7,-1,-2,1
CC(=O)N=c1ncn(CC(COC(C)=O)OC(C)=O)c2nc[nH]c12 (stereo not given),-2.1,-5,4,-3,-4,-2,0,-1
Cc1ccc(Cn2nnc3c(=O)[nH]c(C4CCCN(C(=O)Nc5ccc(F)cc5)C4)nc32)cc1 (stereo not given),-0.6,8,-4,0,6,-1,-3,-8
CN(Cc1ccccc1)c1ccc(C(CC(N)=O)NC(=O)Cc2ccc(Br)cc2)cc1[N+](=O)[O-] (stereo not given),-0.8,-3,22,-10,7,-3,-8,-6
CC1CCCCC12NC(=O)N(CC(=O)OCC(=O)Nc1ccc(F)cc1[N+](=O)[O-])C2=O (stereo not given),-1.4,-4,-15,-21,-15,-1,-3,0
Cc1coc(NC(=O)CSc2nc(-c3ccncc3)cc(C(F)(F)F)c2C#N)n1,-0.1,12,7,7,5,-6,-12,-1
COc1ccccc1CNS(=O)(=O)c1ccc2c(c1)NC(=O)CO2,0.0,49,7,-4,-6,3,11,-2
CCOC(=O)C1=C(N)OC2=C(C(=O)CC(C)(C)C2)C1C1CCCCC1 (stereo not given),-0.7,4,4,6,6,-3,-6,-3
CN(C)c1nc(-c2ccccn2)nnc1-c1ccccc1,0.7,66*,12,-6,3,1,3,2
O=c1[nH]c2ccccc2cc1CN(c1ccccc1)S(=O)(=O)c1ccccc1,0.4,-1,25,-1,4,-4,-4,-1
CCCCn1c(N)c(N(CC(C)C)C(=O)CN(C)Cc2cccc(OC)c2)c(=O)[nH]c1=O,1.0,-2,-3,-4,-5,-1,-4,-1
CCc1nnc(NC(=O)COc2ccccc2[N+](=O)[O-])s1,0.4,-4,3,4,0,-4,-9,1
Cc1nc(-c2noc(-c3ccc(Cl)cc3)n2)c(C(F)(F)F)o1,2.0,-23,8,-1,3,-3,-5,1
O=Cc1ccc(-c2cccc(C(=O)O)c2)o1,-1.0,-17,-11,-7,-1,12,-1,-2
C=COCCNC(=S)N1CCOCCOCCN(C(=S)NCCOC=C)CCOCC1,-1.1,1,11,-6,3,-3,-4,0
O=C(NCC1CCCO1)c1ccc(CS(=O)(=O)c2c(Cl)cccc2Cl)o1 (stereo not given),-2.1,26,5,4,4,-6,-5,-1
Cc1cc(NC(=O)CSc2ccc3nnc(-c4cccs4)n3n2)no1,-0.3,-14,-2,-2,9,2,-7,0
COc1cccc(CN2CCNC(=O)C2CC(=O)NCc2cn3ccc(C)cc3n2)c1OC (stereo not given),-0.2,8,7,-1,-2,1,-7,-1
O=C(NC1CCC(C(=O)O)CC1)OCc1ccccc1 (stereo not given),0.7&0.0&-0.4,-4&12,1&3,5&-2&10,3&0&7,0&4,-9&-1,-1&-1
Cc1cccc(NCc2ccc([N+](=O)[O-])s2)c1,3.0,-20,26,-7,-2,-3,-6,0
COC(=O)c1ccc(CSc2nnc(-c3ccc4c(c3)OCO4)n2-c2ccccc2)o1,1.2,1,17,-3,2,1,-15,-6
COc1ccc(NC(=S)NC(NC(=O)C(C)C)C(Cl)(Cl)Cl)c([N+](=O)[O-])c1 (stereo not given),5.5,-2,20,5,15,2,0,-3
CCc1ccc(NC(=O)c2cc(-c3cccs3)on2)cc1,0.0,-12,5,1,3,-4,-2,-2
COC(=O)C1=C(C(=O)OC)C(c2ccccc2O)c2sc(=O)[nH]c2S1 (stereo not given),-30,4,25,-11,8,1,-9,-11
Nc1ncnc2c(C3OC(CO)C(O)C3O)c[nH]c12 (stereo not given),2.0,87*,4,-19,-2,.,.,0
Nc1cccc2c1C(=O)c1ccc(Cl)cc1C2=O,3.1,-56,21,-2,13,.,.,-6
CCOc1ccc(C(=O)Nc2cccc(-c3nc4ccccc4[nH]3)c2C)cc1[N+](=O)[O-],2.7,18,15,-4,-1,2,-8,1
O=C(Nc1ccc(S(=O)(=O)Nc2ncccn2)cc1)c1ccc2ncsc2c1,1.0,-3,2,15,5,7,-3,-3
Cc1ccc2c(CN3C(=O)NC(C)(c4ccc5c(c4)OCO5)C3=O)cc(=O)oc2c1 (stereo not given),0.9,-10,15,-14,-5,-4,-5,-1
NS(=O)(=O)c1ccc(N=Nc2ccc(O)c3ncccc23)cc1,18,49,64*,4,48*,9,13,8

# 4 records picked at random from those above, as already listed:
SMILES,MPTP inh,Gli-Sufu block,CCR6 antag,EBI2 block,CXCR6 block,A3A deaminase,A3G deaminase,NR3A LBD binder
Cc1cccc(NCc2ccc([N+](=O)[O-])s2)c1,3.0,-20,26,-7,-2,-3,-6,0
O=C(Nc1ccc(S(=O)(=O)Nc2ncccn2)cc1)c1ccc2ncsc2c1,1.0,-3,2,15,5,7,-3,-3
CCOc1ccc(C(=O)Nc2cccc(-c3nc4ccccc4[nH]3)c2C)cc1[N+](=O)[O-],2.7,18,15,-4,-1,2,-8,1
Nc1cccc2c1C(=O)c1ccc(Cl)cc1C2=O,3.1,-56,21,-2,13,.,.,-6

# 6 entries already listed, sorted by the number in MPTP inh, falling.
mol	MPTP inh	CCR6 antag	EBI2 block	CXCR6 block	A3A deaminase	A3G deaminase	NR3A LBD binder
NS(=O)(=O)c1ccc(N=Nc2ccc(O)c3ncccc23)cc1	18	64*	4	48*	9	13	8
Nc1cccc2c1C(=O)c1ccc(Cl)cc1C2=O	3.1	21	-2	13	.	.	-6
CCOc1ccc(C(=O)Nc2cccc(-c3nc4ccccc4[nH]3)c2C)cc1[N+](=O)[O-]	2.7	15	-4	-1	2	-8	1
Nc1ncnc2c(C3OC(CO)C(O)C3O)c[nH]c12 (stereo not given)	2.0	4	-19	-2	.	.	0
Cc1ccc2c(CN3C(=O)NC(C)(c4ccc5c(c4)OCO5)C3=O)cc(=O)oc2c1 (stereo not given)	0.9	15	-14	-5	-4	-5	-1
CCc1ccc(NC(=O)c2cc(-c3cccs3)on2)cc1	0.0	5	1	3	-4	-2	-2
